Bioassay records deposited in PubChem BioAssay by several laboratories.
KKLEB cytotox: counter-screen for CF NF-kB inhibitors: cytotoxicity; KKLEB CF airway cells viability, ATPlite luminescence, overnight; stronger effect = lower value; cells stimulated with P. aeruginosa culture filtrate; activity change (cytotoxicity), % at 5 µM; actives 0.36% (n = 360,000); AID 602141;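 active = corrected activity change at or below -50% at 5 µM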
CF NFkB inh: blocks PAF-induced NF-kB reporter in cystic fibrosis cells; KKLEB NF-kB-GFP reporter, GFP fluorescence overnight; inhibition, % at 5 µM; actives 0.86% (n = 360,000); AID 588850;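 active = at least 50% inhibition at 5 µM, scaled per plate between neutral and stimulator controls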;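 note: PAF is a Pseudomonas aeruginosa culture filtrate used as stimulus; plate controls were PAF-stimulated DMSO wells for no effect and unstimulated DMSO wells for full effect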
Shn3 inh set2: Schnurri-3 reporter inhibition in Clone20 osteoblasts. Clone20 osteoblast Shn3 3'UTR firefly luciferase, 24 h. inhibition, % at 12.5 µM. actives 0.52% (n = 360,000). AID 588674;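 active = mean inhibition of at least 75% with every replicate also reaching 75%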;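 note: 0% = median of neutral control wells and 100% = pilot-screen positive control compound; some compounds past the cut are filed as inactive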
aDG glyco up: alpha-DG glycosylation activation; Pro5-aDG cells, alpha-DG glycosylation AlphaScreen (IIH6); 0% Pro5, 100% B10-LARGE cell signal; activation, % at 10 µM; actives 0.22% (n = 360,000); AID 624168;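 active = activation of at least 8% versus controls, or a plate z-score of at least 8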;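 note: Pro5 are CHO cells carrying HIG-tagged alpha-DG that lacks glycosylation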
MITF TRPM1 inh: MITF TRPM1 promoter inhibition in SK-MEL-5 cells | AID 488899 | actives 0.83% (n = 330,000) | SK-MEL-5 TRPM1 promoter luciferase, 24 h | inhibition, % at 12.5 µM;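 active = mean inhibition across replicates of 60% or more, whatever share of single replicates reaches that level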; note: values of inactives mirror those of a sister screen read the other way
NR2E3 ag-1: agonists of human nuclear receptor NR2E3; GST-NR2E3/biotin-RetCOR TR-FRET, 1536-well; inhibition of corepressor binding, % at 4.78 µM; actives 0.12% (n = 320,000); AID 2300;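 active = percent inhibition above the cutoff of mean plus 3 SD of all tested compounds, set per screening campaign, cut at about 20% in these data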;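 note: 0% = DMSO wells and 100% = biotin wells as full block of FRET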
Target sequence (Q9Y5X4 whole entry, looked up): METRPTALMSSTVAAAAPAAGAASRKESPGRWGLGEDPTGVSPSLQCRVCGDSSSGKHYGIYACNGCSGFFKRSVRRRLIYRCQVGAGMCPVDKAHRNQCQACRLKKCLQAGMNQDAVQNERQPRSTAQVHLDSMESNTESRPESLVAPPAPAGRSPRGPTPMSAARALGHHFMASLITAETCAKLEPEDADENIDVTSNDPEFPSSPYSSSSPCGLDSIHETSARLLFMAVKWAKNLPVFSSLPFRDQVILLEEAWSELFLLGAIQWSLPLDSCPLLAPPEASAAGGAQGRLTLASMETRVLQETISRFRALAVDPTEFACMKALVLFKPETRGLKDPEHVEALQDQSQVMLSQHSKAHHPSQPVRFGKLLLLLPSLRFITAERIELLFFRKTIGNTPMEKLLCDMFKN
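System: GST-tagged NR2E3 plus biotinylated RetCOR corepressor; Amount: 1.35 nM GST-tagged NR2E3 final; Dosing: single nominal compound dose of 4.8 µM; Schedule: 5 h incubation at 4 °C; Technique: TR-FRET with europium anti-GST and streptavidin-D2, 340 nm excitation; Controls: biotin wells as high control, 0.6% DMSO wells as low control.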
hiPSC survival: increases survival of single human iPS cells; survival enhancement, % at 20 µM; hiPSC single-cell survival, ATPlite luminescence; 100% = ROCK inhibitor wells, 0% = DMSO; actives 0.044% (n = 360,000); in the data active = survival enhancement above about 18%;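 note: cells exposed to compounds for 16 hours before the ATP read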
TWEAK-Fn14 inh: inhibitors of TWEAK-Fn14 interaction signaling; actives 2% (n = 360,000); inhibition, % at 10 µM; TWEAK-stimulated Fn14 reporter cells, luciferase luminescence, 8 h; AID 1159606; in the data active = inhibition above about 50%
HIF-2a block: inhibitors of HIF-2a. inhibition, % at 18.8 µM. actives 0.72% (n = 360,000). 786-0 RCC cells HIF-2a reporter, luciferase luminescence, overnight;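 active = inhibition of the luminescence signal of 40% or more relative to plate controls, in a single-dose primary screen at 18.75 µM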
Peg3 prom inh: reduces Peg3 promoter-driven luciferase expression in HeLa. inhibition, % at 20 µM. actives 1.7% (n = 360,000). HeLa PEG-Prom luciferase reporter, luminescence, overnight;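 active = inhibition of at least 50% at 20 µM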
NR2E3 ag-2: activates human NR2E3 receptor. Q9Y5X4. CHO-S Gal4-NCOR/VP16-NR2E3 two-hybrid, luciferase. inhibition of corepressor binding, % at 3.98 µM. actives 0.35% (n = 360,000). AID 602229;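 active = inhibition above the mean of all tested compounds plus 3 SD, cut at about 70% in these data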;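 note: 0% = DMSO with NR2E3 transfected cells and 100% = cells lacking NR2E3 construct; higher means lower luciferase signal from less NR2E3 corepressor binding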
Active calls of the source: *; · = no result given. The order is random. About 4.4% of those tested had a hit in this group.

Values run as follows: Shn3 inh set2	hiPSC survival	Peg3 prom inh	NR2E3 ag-1	CF NFkB inh	MITF TRPM1 inh	TWEAK-Fn14 inh	KKLEB cytotox	HIF-2a block	NR2E3 ag-2	aDG glyco up
1	NC(=O)c1snnc1-c1ccccc1
 : -20	0.7	0	1	-14	-3	1	0	19	-15	0.0
2	CCOc1ccc(NC(=O)CSc2ccccc2N)cc1
 : -10	-2.0	-109	0	-13	-16	-4	12	-106	-28	0.3
3	O=C(N/N=C/c1ccc(OCC(=O)N2CCOCC2)cc1)c1ccccc1Cl
 : -3	-2.0	-17	-1	18	0	-6	0	2	-19	-0.2
4	CCc1ccccc1NC(=S)N(Cc1ccc(C(=O)O)cc1)Cc1ccc(OC)c(OC)c1
 : -19	-0.7	10	-1	13	9	-1	10	15	10	-0.4
5	CCC(=O)Nc1cc(-c2nn3c(C)nnc3s2)ccc1C
 : -25	-1.9	-10	0	-1	-3	4	5	-11	-7	-0.1
6	Cc1ccc(NC(=O)NC2=NN(c3ccccc3)C(=O)/C2=C2/CCCN2C)cc1
 : -9	-1.5	-9	0	-25	-4	-23	-3	-51	-27	0.0
7	CC1(C)CC(=O)C(C=NCC2CCN(C(=O)Nc3ccc(Cl)c(Cl)c3)CC2)=C(O)C1
 : -11	0.1	-11	0	3	-20	12	3	3	-20	0.6
8	O=C(Cn1c(=O)oc2cc(S(=O)(=O)N3CCCCC3)ccc21)N1CCCCC1
 : -12	-0.2	12	1	1	2	-2	7	7	-38	-0.3
9	c1ccc(Nc2ncnc3sccc23)cc1
 : -11	-0.7	-25	-1	5	-11	-6	-2	-42	-10	0.1
10	OC(C#CCN1CCCC1)(c1ccccc1)c1cccc(F)c1 (stereo not given)
 : -11	-0.2	5	-3	-1	-1	18	-9	8	26	2.1
11	CCn1nnc(-c2ccccc2NC(=O)c2ccc(-n3cnnn3)cc2)n1
 : 0	0.5	10	1	-9	-8	-13	-6	7	-14	0.0
12	CNC(=O)C(=O)NCC1OCCN1S(=O)(=O)c1ccc(C)cc1 (stereo not given)
 : -11	0.5	6	-3	12	-9	7	3	7	-5	0.3
13	CCCOC(=O)C1=C(C)NC2=C(C(=O)CCC2)C1c1ccc(N(C)C)cc1 (stereo not given)
 : 17	-1.7	4	0	-5	4	12	-5	10	-4	0.7
14	Cc1cc(NC(=O)CCC(=O)N(CC(=O)NC2CCCC2)Cc2ccc3c(c2)OCO3)no1
 : -37	-0.5	-2	-3	10	3	-12	-5	12	-9	0.1
15	NC(=O)CSCc1cccc(Br)c1
 : -8	-1.9	-10	2	2	2	3	7	5	-13	-0.2
16	CCC(C)Sc1nnc(CSc2nc(C)cc(C)n2)n1C (stereo not given)
 : -4	0.0	3	4	11	9	-83	2	15	-26	-0.1
17	COc1ccc(-c2c(-c3cccc(C)c3)oc3ccc(-c4ccc5c(c4)OCO5)cc23)cn1
 : 4	-1.0	12	2	14	3	4	-5	-1	3	-0.3
18	CN(C)C(=O)CCc1ccc2c3c([nH]c2c1)[C@]1(CCC2CCCC2)[C@@H](C(=O)N2CCOCC2)C[C@H](CC(=O)NCc2cccc(C(F)(F)F)c2)C(=O)N1CC3
 : 40	-0.3	29	·	-17	18	4	10	0	23	0.1
19	CCn1c(CC(=O)Nc2ccc(C)cc2)nnc1SCC(=O)N1CCOCC1
 : 0	-0.4	0	0	5	-5	19	-19	9	-18	0.0
20	CC1=C(C(N)=O)C(c2cccs2)NC(=S)N1 (stereo not given)
 : -4	0.4	-2	1	-1	-34	9	-1	15	-62	-0.1
21	CCCN1CCC(=O)N([C@H](CO)CC(C)C)CC1
 : -16	-0.5	6	-3	0	-4	3	-2	5	-12	0.0
22	CCN(CC)S(=O)(=O)c1cc(NC(=O)CNc2cccc(S(=O)(=O)N3CCCC3)c2)ccc1C
 : 91*	-0.3	16	2	14	34	31	-18	26	70	4.4
23	O=C1Cc2ccccc2C(c2ccc(Cl)cc2)N1 (stereo not given)
 : 0	2.7	24	-1	18	-3	-3	0	7	12	0.0
24	CCc1nc2ccc(C(=O)Nc3ccc4c(c3)OCO4)cc2nc1CC
 : -12	-0.3	-145	-3	-9	-22	-22	0	-173	-6	0.0
25	CCN1CCN(c2ccc(S(=O)(=O)N3CCOCC3)cc2NC(=O)C2CCC(C(C)(C)C)CC2)CC1 (stereo not given)
 : -15	-2.0	22	·	28	·	-8	-7	-3	-8	0.7
26	CCN(C(=O)c1sc(N)c(C#N)c1C)C1CCCCC1
 : 13	-1.4	5	3	-11	-1	16	14	-6	-12	0.1
27	CN(C)Cc1c(O)ccc2c1O/C(=C\C=C\c1ccccc1)C2=O
 : 45	-0.2	21	-1	8	93*	25	14	11	-12	0.1
28	Cc1ccc(N2C(=O)N(CC(=O)N3CCOCC3)C(=O)C2C)cc1 (stereo not given)
 : -13	1.4	-13	3	7	5	-10	-5	-27	-21	-0.5
29	S=c1[nH]nc(-c2cc(-c3ccccc3)n[nH]2)n1/N=C/c1ccccc1
 : -19	-0.3	1	1	-25	-8	4	24	-13	-33	-0.1
30	COc1ccc(NS(=O)(=O)c2cc(NC(=O)COc3ccccc3F)ccc2OC)cc1
 : 14	1.3	6	4	-8	4	13	-8	-7	-2	-0.1
31	COc1c([N+](=O)[O-])c(=O)oc2ccccc12
 : 16	0.7	1	-2	11	-2	7	-4	8	-4	0.1
32	COc1ccc(N2CCN(CCCNC(=O)c3ccc(CS(=O)(=O)c4ccc(Cl)cc4)o3)CC2)cc1
 : 16	-0.4	9	-3	-10	14	-1	-8	12	5	0.0
33	CCOC(=O)Cc1c[nH]c2ccccc12
 : -7	-0.7	-6	0	15	24	9	-17	4	-1	0.0
34	Cc1cccc(OCC(=O)NCC(=O)N/N=C/c2ccc(N(C)C)cc2)c1
 : 1	0.1	-6	-4	-32	-13	-4	17	-8	-24	-0.1
35	CCOC(=O)c1c(-c2ccccc2)csc1NC(=O)c1cc(S(=O)(=O)N2CCOCC2)ccc1C
 : 23	-1.9	13	-1	7	6	31	-2	2	-7	0.8
36	CCCS(=O)(=O)N1CCCC(C(=O)NCCCOCC)C1 (stereo not given)
 : -12	3.7	16	1	-7	2	-12	2	14	1	0.0
37	O=C(/C=C/[C@H]1O[C@@H](n2cnc3c(NC(=O)c4ccccc4)ncnc32)[C@H](O)[C@@H]1O)NC1CCCCC1
 : -38	-1.6	6	·	-6	·	-8	-1	1	-4	0.0
38	CCC(C)NS(=O)(=O)c1ccc(S(=O)(=O)N(CCc2ccc(OC)c(OC)c2)Cc2cccs2)cc1 (stereo not given)
 : 67	-3.3	20	0	6	16	55*	-4	13	6	1.8
39	Cc1cccnc1NC1(C(F)(F)F)N=C(c2ccccc2)NC1=O (stereo not given)
 : 4	-1.6	10	2	5	8	8	1	14	6	-0.5
40	CSc1ncccc1C(=O)OCc1ccccc1
 : -67	2.0	-141	3	22	-70	-29	-5	-102	-32	0.0
41	COc1ccc(-c2cn3cc(Cl)ccc3n2)cc1OC
 : -54	-1.3	-196	3	-34	-38	-20	14	-286	-86	0.2
42	O=C(O)c1ccc(CSCc2c(F)cccc2Cl)o1
 : -7	-4.3	-6	-2	9	-6	9	-5	-11	-22	-0.1
43	COc1cscc1C(N)=O
 : -1	-0.1	8	0	-20	3	-22	4	22	-16	-0.1
44	CCOC(=O)CCc1c(C)nc2cc(C3CCCN(C(=O)OC(C)(C)C)C3)[nH]n2c1=O (stereo not given)
 : 0	-1.6	8	-2	-9	8	-17	-4	1	-5	-0.1
45	Cc1ccc(-n2c(=O)c3c(n4cnnc24)-c2ccccc2CC32CCCCC2)cc1
 : 7	-1.4	20	-3	15	0	-23	-2	21	-3	-0.2

Next section; the last 2 above are carried over.
Values run as follows: Shn3 inh set2	hiPSC survival	Peg3 prom inh	NR2E3 ag-1	CF NFkB inh	MITF TRPM1 inh	TWEAK-Fn14 inh	KKLEB cytotox	HIF-2a block	NR2E3 ag-2	aDG glyco up
44	CCOC(=O)CCc1c(C)nc2cc(C3CCCN(C(=O)OC(C)(C)C)C3)[nH]n2c1=O (stereo not given)
 : 0	-1.6	8	-2	-9	8	-17	-4	1	-5	-0.1
45	Cc1ccc(-n2c(=O)c3c(n4cnnc24)-c2ccccc2CC32CCCCC2)cc1
 : 7	-1.4	20	-3	15	0	-23	-2	21	-3	-0.2
46	NC(=O)C1CN(S(=O)(=O)c2ccc(Cl)cc2F)c2ccccc2O1 (stereo not given)
 : -4	0.5	8	3	8	31	3	5	15	-27	-0.1
47	CC1(C)CC(NC(=O)C2CCN(S(=O)(=O)c3ccc(F)cc3)CC2)CC(C)(C)N1
 : -11	-0.5	0	0	-5	-5	0	12	17	-3	-0.1
48	CCCC(=O)Nc1c2c(nn1-c1ccc(OC)cc1)CS(=O)C2 (stereo not given)
 : -3	-3.1	22	-2	-7	7	-11	4	7	-10	0.0
49	CC(C)(C)Cc1c(C2CCCCC2)nc2ccc(Cl)cn12
 : -6	0.9	6	·	-3	·	1	-2	5	12	0.3
50	Cc1ccc2cc(CN(C)S(C)(=O)=O)c(=O)[nH]c2c1
 : 8	0.1	8	-8	4	14	6	7	10	-7	-0.3
51	S=C(Nc1ccccc1)N1CCCCC1
 : -13	-0.4	-4	0	13	-2	-8	4	2	-17	-0.2
52	CCCC(=O)N(c1ccc(C(=O)O)cc1)c1nc(-c2ccccc2)c(C)s1
 : -2	0.8	2	2	7	5	-11	8	18	-3	0.3
53	Cn1ccnc1SCC(=O)NC1(C#N)CCCCC1
 : -7	-0.5	-8	3	10	-5	-1	-10	8	12	-0.1
54	CCCCCc1c(C)nc(N2CCN(Cc3ccc4c(c3)OCO4)CC2)[nH]c1=O
 : 15	-0.7	17	1	-12	12	-2	-1	8	-9	0.4
